D1 potentiator: enhances dopamine response at the human D1 receptor; P21728; HEK293 TREx D1 cells, calcium flux, dopamine EC20 potentiation; potentiation, % at 10 µM; hit rate 0.036% among 360,000; in the data active means potentiation above about 30%; further: 0% is about no effect
Target sequence (P21728 whole entry, looked up): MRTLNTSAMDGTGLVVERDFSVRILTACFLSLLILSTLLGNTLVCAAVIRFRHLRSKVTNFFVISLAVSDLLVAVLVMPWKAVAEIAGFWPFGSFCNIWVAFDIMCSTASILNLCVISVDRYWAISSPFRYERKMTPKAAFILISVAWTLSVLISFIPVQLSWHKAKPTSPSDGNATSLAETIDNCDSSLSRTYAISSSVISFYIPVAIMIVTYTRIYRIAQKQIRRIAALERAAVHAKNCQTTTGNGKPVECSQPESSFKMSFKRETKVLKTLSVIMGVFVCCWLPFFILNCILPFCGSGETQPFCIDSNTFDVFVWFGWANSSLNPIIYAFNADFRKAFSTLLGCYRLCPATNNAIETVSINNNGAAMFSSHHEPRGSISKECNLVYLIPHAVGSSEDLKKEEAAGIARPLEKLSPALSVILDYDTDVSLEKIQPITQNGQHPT
TRHR enhancer: allosteric enhancers of human TRH receptor. P34981. TRHR cells, fluo-8 calcium fluorescence, EC20 TRH enhancement. enhancement, % at 2 µM. hit rate 0.66% among 360,000. AID 493056; in the data active means enhancement above about 30%; further: 0% is about no effect
Target sequence (P34981 whole entry, looked up): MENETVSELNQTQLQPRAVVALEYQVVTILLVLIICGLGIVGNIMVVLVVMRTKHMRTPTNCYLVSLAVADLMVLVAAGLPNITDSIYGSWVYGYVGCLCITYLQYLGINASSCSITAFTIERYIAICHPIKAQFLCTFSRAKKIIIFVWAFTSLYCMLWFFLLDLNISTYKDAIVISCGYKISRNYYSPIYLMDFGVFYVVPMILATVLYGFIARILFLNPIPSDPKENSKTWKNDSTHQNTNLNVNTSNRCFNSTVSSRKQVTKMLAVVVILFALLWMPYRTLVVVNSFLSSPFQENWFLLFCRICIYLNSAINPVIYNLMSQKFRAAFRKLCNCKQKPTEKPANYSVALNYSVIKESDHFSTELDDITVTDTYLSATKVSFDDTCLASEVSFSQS
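TRHR-expressing cells loaded with fluo-8 calcium dye were read kinetically (ex 480/em 530) during compound addition, then stimulated with an EC20 of TRH (10 nM final). Enhancement of the Gq-mediated intracellular calcium response was scored.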
RXFP1 ag: RXFP1 (human) receptor agonism; Potency, µM (highest dose often 57.5 µM), for the others: at the top dose activation, most hits filed as activators; HEK293T-RXFP1 cAMP TR-FRET, 30 min; response scale: percent of porcine relaxin response, buffer zero; AID 2676; hit rate 0.3% among 370,000; Q9HBX9; active means well fitted activation curve with a large enough effect; inconclusive means small, poorly fitted or top-dose-only effect; further: potency means the concentration at half of the fitted maximal effect; on the % scale 0 is the no-effect control and ±100 the full control effect; nearly all actives have a fitted effect of over 60% in size; many of its hits are not listed in these tables
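Agonist response is measured as cAMP accumulation in an RXFP1-transfected HEK293T line under PDE4 inhibition. Values are scaled between buffer-only and 29 nM porcine relaxin, and EC50s come from standard Hill equation fits.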
D2 ag: activates the human D2 dopamine receptor. P14416. HEK293 T-REx D2 cells, calcium flux agonist mode. activation, % at 2 µM. hit rate 0.53% among 340,000;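 active means activation over 3 SD above normal in the single-dose calcium agonist read, cut at about 30% in these data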; further: 0% is about no effect
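Calcium-flux readout, 1 cycle/sec over 180 s following compound pin transfer, in inducible HEK293 Trex D2 cells (force-coupled); dopamine controls included. Positive calcium responses during this window marked compounds as potential agonists.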
D2 potentiator: positively modulates the human D2 dopamine receptor allosterically; HEK293 T-REx D2, calcium flux, EC20 dopamine potentiation; potentiation, % at 10 µM; hit rate 0.34% among 340,000;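 active means potentiation over 3 SD above the plate norm, cut at about 30% in these data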; further: 0% is about no effect
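Potentiation of an EC20 dopamine calcium response measured kinetically over 180 s, after a preceding 180 s compound-only read flagging agonists. Cells: inducible Hek293 Trex D2 line, 4000/well, cultured overnight at 30 C before dye loading.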
D1 antagonist: human D1 dopamine receptor antagonism | P21728 | HEK293 TREx D1 cells, calcium flux, dopamine EC80; active compounds read low | hit rate 3.2% among 360,000 | activity change, negative = inhibition, % at 10 µM | AID 504652; in the data active means activity change below about -30%; further: on the % scale 0 is the no-effect control and ±100 the full control effect
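Calcium flux readout: force-coupled, inducible Hek293 Trex D1 line, cells induced overnight at 30 C with tetracycline, dye-loaded 30–90 min at RT. Antagonism scored against EC80 dopamine challenge given 180 s after compound.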
RXFP1 antagonist: blocks the human relaxin receptor RXFP1 | Q9HBX9 | HEK293-RXFP1, relaxin-stimulated cAMP HTRF, 30 min; active compounds read low | activity change, negative = inhibition, % at 57.5 µM | hit rate 0.59% among 350,000 | AID 1259400;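 active means activity change of -60% or lower, but not beyond a set lower limit; inconclusive means change between -60% and -40%, or beyond the set limit; inactive means change above -40%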; further: on the % scale 0 is the no-effect control and ±100 the full control effect
D2 antag: antagonizes the human D2 dopamine receptor; HEK293 TREx D2 cells, calcium flux, dopamine EC80; inhibition, % at 10 µM; hit rate 2% among 340,000; AID 485344; in the data active means inhibition above about 30%; further: 0% is about no effect
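HEK293 T-REx D2 cells, tet-induced, calcium dye no-wash. Cpd pintool add, 180 s kinetic, then EC80 DA, 180 s kinetic. Ca flux read.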
D1 agonist: human D1 receptor agonism; P21728; HEK293 T-REx D1 cells, calcium flux, agonist mode; activation, % at 2 µM; hit rate 1% among 360,000; AID 504660; in the data active means activation above about 30%; further: 0% is about no effect
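Tetracycline-induced HEK293 TREx D1 cells, force-coupled to calcium signalling, were dye-loaded with a no-wash calcium kit. Compound was pin-added after a 10 s baseline. Fluorescence was read kinetically at 1 cycle/s for 180 s, with calcium rises flagged as agonism.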
Starred values were filed as active, the others as inactive; ? = inconclusive; · = not tested or not shown.

SMILES	D1 potentiator	TRHR enhancer	RXFP1 ag	D2 ag	D2 potentiator	D1 antagonist	RXFP1 antagonist	D2 antag	D1 agonist
Cc1noc(C)c1C1(O)CCCCCCCCCCC1	1	-7	2.2%	·	-4	-3	8	-3	1
O=C(CSc1nccn1Cc1ccccc1)NCc1ccco1	-4	-2	-0.5%	0.1	9	11	-7	·	1
COC(=O)Cc1ccc(NC(=O)C(c2ccccc2)c2ccccc2)cc1	-2	1	2.7%	-0.6	5	-3	5	1	9
CCCc1nnc(NC(=O)Nc2ccccc2Cl)s1	-2	-5	2.0%	-0.1	0	-17	-22	·	-1
COc1cc(C(=S)N2CCOCC2)ccc1OC(=O)c1ccccc1[N+](=O)[O-]	-4	4	-0.3%	-0.4	-2	-33*	1	-15	6
CCC(=O)N1CCc2cc(Br)cc(S(=O)(=O)Nc3c(C)n(C)n(-c4ccccc4)c3=O)c21	0	6	1.4%	1.2	·	3	·	-1	1
Cc1nnc(SCC(=O)NCc2ccco2)[nH]c1=O	-1	0	-0.9%	1.6	14	1	4	-25	6
C=C(C)C(=O)Nc1cccc(C2=NOC3(C2)C[C@@H](C(N)=O)N(C(=O)[C@H]2CCC(=O)N2)C3)c1 (stereo not given in full)	2	15	-4.5%	-0.3	14	18	·	24	1
CSc1ccc(CCNC(=O)CN2C(=O)COc3ccc(S(=O)(=O)N4CCCCCC4)cc32)cc1	2	8	1.0%	-0.9	5	-6	·	·	8
O=C(NCc1cccs1)C1CCCN(c2ncccn2)C1 (stereo not given)	-3	-1	-1.1%	-0.8	8	-8	-7	-8	7

Laid out differently: entries from further up
molecule | D1 potentiator | TRHR enhancer | RXFP1 ag | D2 ag | D2 potentiator | D1 antagonist | RXFP1 antagonist | D2 antag | D1 agonist
C=C(C)C(=O)Nc1cccc(C2=NOC3(C2)C[C@@H](C(N)=O)N(C(=O)[C@H]2CCC(=O)N2)C3)c1 (stereo not given in full) | 2 | 15 | -4.5% | -0.3 | 14 | 18 | · | 24 | 1
Cc1nnc(SCC(=O)NCc2ccco2)[nH]c1=O | -1 | 0 | -0.9% | 1.6 | 14 | 1 | 4 | -25 | 6
CSc1ccc(CCNC(=O)CN2C(=O)COc3ccc(S(=O)(=O)N4CCCCCC4)cc32)cc1 | 2 | 8 | 1.0% | -0.9 | 5 | -6 | · | · | 8
COc1cc(C(=S)N2CCOCC2)ccc1OC(=O)c1ccccc1[N+](=O)[O-] | -4 | 4 | -0.3% | -0.4 | -2 | -33* | 1 | -15 | 6

The listing continues.
SMILES	D1 potentiator	TRHR enhancer	RXFP1 ag	D2 ag	D2 potentiator	D1 antagonist	RXFP1 antagonist	D2 antag	D1 agonist
CCCC(C(=O)NCC1CCCO1)N(C(=O)CNS(=O)(=O)c1ccccc1)c1ccc(F)cc1 (stereo not given)	-6	-9	0.7%	0.7	1	3	9	2	-1
COc1ccccc1-n1cc(-c2ccccc2)c2c(=S)nc[nH]c21	-9	14	-0.9%	·	-10	-4	-1	·	8
CCN1CCN(c2ccc(S(=O)(=O)N3CCCCC3)cc2NC(=O)/C=C/c2ccc(OC(F)F)cc2)CC1	-3	-6	-2.6%	0.7	-9	14	8	7	3
CC(C)C[C@H](NC(=O)c1nc[nH]c1C(=O)NCc1ccccc1)C(=O)OC(C)(C)C	-1	-8	-2.5%	0.8	12	-11	·	5	-2
Cc1ccc2c(CN3CCN(Cc4ccccc4Cl)CC3)cc(=O)oc2c1	-1	-7	3.5%	-0.8	-15	6	1	·	0
COc1cc(CNCc2ccc(SC)cc2)cc(OC)c1	-1	2	-0.2%	0.8	-17	-2	-17	19	33*
O=C(Cn1c(=O)n(-c2ccccc2Cl)c(=O)c2sc3ccccc3c21)N1CCCC1	-1	5	-0.9%	-1.0	-5	2	·	·	-1
COc1cc(CNc2ccc(CNc3ncn[nH]3)cc2)cc(Cl)c1OCc1ccccc1	-8	5	0.0%	-1.8	10	-16	2	-8	1
CCOC(=O)N1CCC(NC(=O)CS(=O)Cc2nc(-c3ccc(C)cc3)oc2C)CC1 (stereo not given)	-2	-10	2.8%	0.1	5	-35*	-14	-23	-1
Cc1cc(C(=O)N/N=C/c2cn(C)nc2C)c2ccccc2n1	8	16	2.8%	0.4	8	5	0	6	0

Shown with values under each structure: entries from further up
The line under a structure holds: D1 potentiator, TRHR enhancer, RXFP1 ag, D2 ag, D2 potentiator, D1 antagonist, RXFP1 antagonist, D2 antag, D1 agonist
CCCC(C(=O)NCC1CCCO1)N(C(=O)CNS(=O)(=O)c1ccccc1)c1ccc(F)cc1 (stereo not given)
  -6, -9, 0.7%, 0.7, 1, 3, 9, 2, -1
COc1ccccc1-n1cc(-c2ccccc2)c2c(=S)nc[nH]c21
  -9, 14, -0.9%, ·, -10, -4, -1, ·, 8
CCN1CCN(c2ccc(S(=O)(=O)N3CCCCC3)cc2NC(=O)/C=C/c2ccc(OC(F)F)cc2)CC1
  -3, -6, -2.6%, 0.7, -9, 14, 8, 7, 3
CC(C)C[C@H](NC(=O)c1nc[nH]c1C(=O)NCc1ccccc1)C(=O)OC(C)(C)C
  -1, -8, -2.5%, 0.8, 12, -11, ·, 5, -2
Cc1ccc2c(CN3CCN(Cc4ccccc4Cl)CC3)cc(=O)oc2c1
  -1, -7, 3.5%, -0.8, -15, 6, 1, ·, 0

More results follow.
SMILES	D1 potentiator	TRHR enhancer	RXFP1 ag	D2 ag	D2 potentiator	D1 antagonist	RXFP1 antagonist	D2 antag	D1 agonist
CC(C)(CO)CN1CCC(n2nccc2NC(=O)C2CCCC2)CC1	0	9	-2.0%	1.3	5	-4	1	-2	3
COc1ccc(OC)c(NC(=O)CCN2CCN(c3ccccc3F)CC2)c1	-10	11	-0.2%	-1.2	18	-38*	6	-12	6
CC(=O)Nc1ccc(NC(=O)c2ccc3c(c2)NC(=O)c2ccccc2S3)cc1	-7	-10	-0.7%	-0.5	6	15	-12	·	1
Cc1ccc(NC(=O)Cn2cnc3onc(-c4ccc(F)cc4)c3c2=O)c(Cl)c1	8	20	-2.3%	-0.3	3	8	·	·	5
COc1ccccc1CNC(=O)COC(=O)Cc1ccsc1	1	-6	-4.8%	-0.4	-4	12	-22	6	3
Cc1nc(N2CCOCC2)nc(OCCN2CCOCC2)c1[N+](=O)[O-]	-16	10	0.6%	1.1	8	1	4	-21	-1
CCc1c(C)nn(C(=O)/C(C#N)=C\N(C)C)c1C	-2	0	-1.0%	0.3	4	-10	0	0	-2
CCC1CCCCN1C1Sc2ccc(C(=O)OC)cc2NC1=O (stereo not given)	-9	-4	-0.9%	0.1	-3	-11	-9	-1	2
CCCNCC1C(Oc2ccc(Cl)cc2Cl)C(=O)N1c1cccc(C)c1C (stereo not given)	8	-2	1.8%	0.3	-15	-6	-24	-6	3
C/C(=N/NC(=O)Cc1cccc2ccccc12)c1cccs1	9	5	-0.9%	-0.3	21	-1	-9	-7	5
COc1ccc(C2=NOC(C(=O)Nc3ccc4c(c3)OCO4)C2)cc1 (stereo not given)	0	5	0.2%	-1.9	-6	-16	-3	-45	1
O=C(NNC(=O)c1cccnc1)NC1CCCCC1	-1	1	6.4%	0.5	1	-7	2	12	0
c1ccc(-c2n[nH]c(-c3ccccc3)c2-c2nc3ccccc3[nH]2)cc1	-10	1	2.7%	-0.8	2	19	-2	-14	6
O=C(COC(=O)CNS(=O)(=O)c1ccc(F)c(F)c1F)NC1CCCC1	3	0	1.4%	-1.2	-10	-1	-6	-1	4
Nn1c(COc2ccccc2)nnc1SCC(=O)O	-6	4	1.5%	·	·	-9	4	·	2
Cc1cc2nc(SC(C)C(=O)O)[nH]c2cc1C (stereo not given)	-1	-2	1.1%	0.4	-4	-19	1	6	3
O=C1[C@@H]2Cc3c([nH]c4ccccc34)C(c3cccc([N+](=O)[O-])c3)N2C(=O)CN1C1CCN(Cc2ccccc2)CC1 (stereo not given in full)	1	2	-3.3%	·	·	-5	·	·	3
COc1ccc(NC(=O)c2csnn2)cc1Cl	-1	-8	-0.6%	-0.2	2	-4	2	·	0
Cc1ccc(C2=NN(C(=O)CCC(=O)O)C(c3cccc([N+](=O)[O-])c3)C2)cc1 (stereo not given)	28	-1	0.2%	0.8	10	5	-14	-5	10
CN1CC(c2ccccc2)C2(SC(=S)N(Cc3ccco3)C2=O)C12C(=O)Nc1ccccc12 (stereo not given)	-4	-5	-1.6%	0.4	-12	·	-9	-8	22
c1ccc(-c2noc(-c3cccnc3)n2)cc1	-4	-2	0.9%	0.1	5	9	18	-8	2
O=C(O)C1CC=CCC1C(=O)Nc1ccc(S(=O)(=O)N2CCCc3ccccc32)cc1 (stereo not given)	-8	7	-1.7%	0.1	2	-4	16	11	0
Cc1cccc(CSc2nc3cccnc3n2Cc2ccc(C(=O)NCc3ccco3)cc2)c1	1	-10	3.1%	0.1	·	1	12	·	5
CC(C)C(OC(=O)c1ccco1)C(=O)NC1CCCCC1 (stereo not given)	1	-1	0.4%	0.1	1	4	?	-6	0
Cc1csc(NC(=O)CCn2c(=O)sc3ccccc32)n1	2	-2	-2.0%	0.4	-7	0	2	13	-1
O=C(NCCCN1CCCCCC1)c1cc2c(=O)oc3ccccc3c2s1	1	-10	4.9%	-0.5	-16	10	-7	6	-2
O=C(CSc1nccc(=O)[nH]1)Nc1ccc(F)c(Cl)c1	-2	-4	1.2%	0.7	12	0	-8	-13	0
O=S(=O)(c1ccccc1)N1CCN(C(=S)Nc2ccc(Br)cc2)CC1	1	1	-0.5%	1.4	4	0	-3	5	12
O=C(NCCC(=O)N(CCc1ccccc1)Cc1ccccc1)c1ccccc1Cl	3	16	0.3%	-0.6	3	10	4	10	4
CC(OC(=O)CSc1ccc([N+](=O)[O-])cc1)C(=O)NCc1ccco1 (stereo not given)	-2	-6	-0.3%	-0.4	-7	-25	-22	-3	6
Cc1noc(C)c1CSc1nnc(-c2ccccc2)o1	4	1	2.4%	1.9	-2	5	-22	-1	2

The list is partial; the hit share may differ from the screen's.
